12-LOX inh – inhibitors of human 12S-lipoxygenase ALOX12; P18054; purified 12hLO, xylenol orange hydroperoxide absorbance; Potency, µM (titrated, usually from 108 µM), for inactives: at the top dose activity change, negative = inhibition, hits mostly inhibitors; 1.1% of 580,000 active; AID 1671190; active = well fitted inhibition curve with a large enough effect; inconclusive = small, poorly fitted or top-dose-only effect, or another doubt; inactive = no such curve, though single readings can be large or run the other way
Target sequence (P18054 whole entry, looked up): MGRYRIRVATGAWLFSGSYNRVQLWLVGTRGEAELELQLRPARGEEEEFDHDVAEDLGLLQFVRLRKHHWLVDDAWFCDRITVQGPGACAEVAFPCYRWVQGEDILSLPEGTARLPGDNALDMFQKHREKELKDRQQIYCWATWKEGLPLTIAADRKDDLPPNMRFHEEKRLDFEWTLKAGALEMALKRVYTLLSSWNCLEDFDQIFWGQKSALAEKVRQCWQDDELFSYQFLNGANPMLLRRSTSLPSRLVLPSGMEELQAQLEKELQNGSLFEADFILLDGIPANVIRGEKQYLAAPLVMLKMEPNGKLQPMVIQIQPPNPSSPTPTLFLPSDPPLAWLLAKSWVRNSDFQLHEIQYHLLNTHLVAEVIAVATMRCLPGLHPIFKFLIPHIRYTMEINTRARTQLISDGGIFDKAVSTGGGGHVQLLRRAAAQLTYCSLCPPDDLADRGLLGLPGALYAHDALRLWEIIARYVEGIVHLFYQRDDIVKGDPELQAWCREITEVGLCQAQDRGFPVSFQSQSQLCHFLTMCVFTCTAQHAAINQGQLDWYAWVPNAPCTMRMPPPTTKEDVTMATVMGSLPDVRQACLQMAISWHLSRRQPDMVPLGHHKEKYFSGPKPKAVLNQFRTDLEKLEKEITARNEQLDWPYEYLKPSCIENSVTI
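Purified human 12hLO at 150 nM in 25 mM Hepes, 0.01% Triton X-100, pH 7.0, preincubated 15 min at room temperature with compound. Reaction started with 40 uM arachidonic acid, 30 min at room temperature. Hydroperoxide measured by Fe-xylenol orange, 573/405 nm absorbance ratio.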
* = called active by the depositor; ? = inconclusive; [ ] = remark or other dose. % is set by controls: 0 for no effect and ±100 for the full control effect; potency is the fitted concentration of half-maximal effect.

SMILES	12-LOX inh
CCCC1c2nccn2CCCN1C(=O)c1cocn1 (stereo unspecified)	27%
CC(c1ccc(F)cc1)n1c(-c2cnccn2)n[nH]c1=S (stereo unspecified)	?
CCc1nc2c(c(-c3ccc(OC)cc3)n1)CCN(Cc1cccc3ccccc13)CC2	?
CCCC(=O)Oc1ccc2oc(-c3ccc(OC)cc3)cc(=O)c2c1	43%
Cc1ccccc1-c1cccc(CN2CCc3nnc(C(NS(C)(=O)=O)C(C)C)n3CC2)c1 (stereo unspecified)	2%
O=C(c1csnn1)N1CCC[C@@]2(CCN(Cc3nccs3)C2)C1	-11%[57.4 µM]
CCOc1ccc(NC(=O)c2nnn3c2COC(c2ccc(Cl)cc2)C3)cc1 (stereo unspecified)	45µM*
NC[C@](O)(CS(=O)(=O)O)c1ccc(Cl)cc1	259%[activator]
Cc1ccc(C(=O)N2CCc3onc(-c4cccc5ccccc45)c3C2)cc1	0%
CCN1CCN(C2(C(=O)N3CCC(OC)CC3)Cc3ccccc3C2)CC1	35%[activator]
Cc1ccc(C(=O)/C=C/c2ccc(C(C)C)cc2)cc1[N+](=O)[O-]	-22%
O=C(c1ccc2c(c1)OCO2)N1CCCC2(C1)Nc1cccnc1NC2=NC1CCCC1 (stereo unspecified)	14%
COC(=O)c1c(NC(C)=O)sc2c(OCc3ccccc3C#N)c(Br)ccc12	-9%
COC(=O)[C@@]1(C(C)C)N=C(c2cc(OC)c(OC)c(OC)c2)[C@]2(O1)C(=O)Nc1ccc(F)cc12	-11%
NC(=O)c1ccsc1NC(=O)COC(=O)c1c(F)cccc1F	?
CN1CCN(C(=O)c2cc(C3CC3)[nH]n2)CC12CCNC(=O)CC2 (stereo unspecified)	10%
O=C1Nc2ccccc2O[C@H]2C[C@@H]1N(Cc1ccnc3ccccc13)C2	55%[activator][176 µM]
O=S(=O)(c1cc(F)cc(F)c1)N1CCCC1c1nnc2ccccn12 (stereo unspecified)	-47%
COc1cccc(C(=O)N2CCc3[nH]nc(C(=O)NCCCc4ccccc4)c3C2)c1	2%
COc1ccccc1C(=O)N1CCCC2(CNc3ccccc3[S+](=O)([O-])N2)C1 (stereo unspecified)	1%
CCn1c(CN(C)C)nnc1C1CCN(Cc2cnc(N(C)C)s2)CC1	?
COc1ccc(C(=O)N(Cc2nc3nc(C)cc(=O)n3[nH]2)c2ccc(C)cc2)cc1	?
O=C(NCCn1cccn1)C1CCC(=O)N(C2CCCCCC2)C1 (stereo unspecified)	0%
CSc1ccc(/C=C(/C#N)C(=O)Nc2ccccc2Br)cc1	41%
O=S(=O)(c1cccc(F)c1)N1CC(c2nnc(-c3ccncc3)o2)C2(CCOCC2)C1 (stereo unspecified)	38%[activator]
New compounds follow.
SMILES	12-LOX inh
CN1CCc2c(C#N)c(NCc3cccnc3)n3cnnc3c2C1	-9%
O=C1NC[C@H](Cc2ccccc2)N(C[C@@H]2CCCN2C[C@H](Cc2ccc(O)cc2)N2C[C@H](Cc3ccccc3)N(CC3CCCCCC3)C(=O)C2=O)C1=O	?
COC(=O)[C@]1(C#N)[C@H](CC(C)C)C(=O)N(Cc2ccc(Cl)cc2)[C@@H]1c1ccc(OC)cc1	1%
CCC(c1cccs1)N1C(=O)[C@H]2CN(S(=O)(=O)c3cc(F)ccc3F)C[C@H]2C1=O (stereo partly specified)	2%
CN(C)[C@@H]1C[C@@H](CO)N(Cc2cc(=O)n3c4c(cccc24)CCC3)C1	7%
O=C(OCc1ccccc1)c1ccc(C(=O)c2ccccc2)cc1	?
COCC1CN(C2CCC2)CC12CCN(C(=O)C1(c3ccccc3)CC1)CC2 (stereo unspecified)	2%
O=C(Nc1ccc(-c2nc3ccccc3o2)cc1)C1CCCC1	7%
CCCS(=O)(=O)N1CCC(c2noc(-c3ccncc3)n2)C1 (stereo unspecified)	30%
O=C(O)CCCc1c[nH]c2ccccc12	-26%
CC(C)NC(=O)N1CC[C@@]2(CCCN(C(=O)Oc3ccccc3)C2)C1	-6%[57.4 µM]
CN(C)C(=O)[C@@H]1CN(Cc2cccnc2)C[C@H]1CO	35%
O=C(O)Cc1cc2ccccc2nc1C(=O)O	?
CCOc1ccc(C(=O)c2ccc(Cl)cc2)cc1	3%
CO[C@H]1[C@H](NC(=O)c2cc(=O)[nH]c(=O)[nH]2)c2ccccc2C12CCNCC2	?
O=C(COc1ccccc1)N1CCc2c(n(Cc3cccnc3)n(-c3ccccc3)c2=O)C1	-15%
O=C(c1cccc(F)c1)N1CC(Oc2ccc(-c3nc(-c4ccccc4)no3)cc2)C1	7%
Cc1cc(C)c(NC(=O)Cn2nc3n(c2=O)CCCCC3)c(C)c1	36%[activator]
CN(Cc1cccnc1)Cc1nc(C2(O)CCN(C(=O)c3cccc(F)c3)CC2)cs1	34%[activator]
Cc1cc(Br)cn2c(Cc3ccccc3C(F)(F)F)c(-c3ccco3)nc12	?
COc1ccc(Br)c(C(=O)Oc2cc(Cl)ccc2Cl)c1	-59%
C[C@H](C(=O)NCCN1CCOCC1)C1CC[C@@]2(C)Cc3sc(CS(=O)(=O)Cc4ccc(F)cc4)nc3[C@@H](C)[C@@H]2[C@H]1O (stereo partly specified)	7%
COc1ccccc1N1CCCc2ncc(C(=O)Nc3cccc(F)c3)cc21	13%[176 µM]
CCC1CCCCN1C(=O)COC(=O)c1cnc2ccccc2n1 (stereo unspecified)	2%
O=C(c1cccc(Cl)c1)N1CC(c2nnc(-c3ccncc3)o2)C2(CCOCC2)C1 (stereo unspecified)	14%

12-LOX inh: hit marks shown above.
SMILES	12-LOX inh
CCOc1ccc(NC(=O)c2nnn3c2COC(c2ccc(Cl)cc2)C3)cc1 (stereo unspecified)	45µM*

Next structures follow:
SMILES	12-LOX inh
COc1ccccc1-c1nc2cnccn2c1NCCC(=O)N1CCc2ccccc21	27%
Cc1ccc(Nc2nc(Nc3ccc(F)cc3)nc3nccnc23)cc1Cl	?
CC(=O)OCC(=O)C1(O)CCC2C3CCC4CC(O)CCC4(C)C3C(=O)CC21C (stereo unspecified)	4%
COCCn1c(SCC(=O)c2cc(C)ccc2C)nnc1-c1ccc(Cl)cc1	-26%
COCCN(Cc1nc(-c2cc3c(cc2Cl)OCO3)oc1C)C(C)C	19%
CN(C)CC(=O)N[C@@H]1CC[C@@H](CC(=O)NCCN2CCCCC2)O[C@@H]1CO	-1%
O=C(NCc1ccncc1)c1cc(-c2ccco2)nc2ccccc12	?
CCCc1cc(=O)[nH]c(SCc2nc(-c3ccc(OC)c(OC)c3)no2)n1	?
CC(C(=O)NCc1ccco1)C1CCOCC1 (stereo unspecified)	29%
COc1cc(C(=O)NCc2nc3ccccc3n2CC(C)C)cc(OC)c1OC	-11%
O=C(CCc1ncc(-c2ccc(F)cc2)o1)N1CCN(c2ccccc2)CC1	6%
CC(Oc1c(Cl)cccc1Cl)C(=O)NN (stereo unspecified)	19%
CCN1CCCC2(Cc3ccccc3CN(C(=O)CCNC(C)=O)C2)C1 (stereo unspecified)	18%[6.33 µM]
N#Cc1ccnc(Sc2ccc(Cl)cc2)c1	-12%
Clc1ccccc1C1(c2ccnc(NCc3ccncc3)n2)CCNCC1	2%
Cc1cc(NCC(C)n2ccnc2)n2nc(C)c(C)c2n1 (stereo unspecified)	58%[activator]
O=C([C@H]1C[C@H](Oc2ccccc2)CN1C(=O)c1ccccc1)N1CCOCC1	17%
COCCCNc1nc2c(c(=O)[nH]c(=O)n2C)n1CCO	-1%
CCOC(=O)C(C)Oc1ccc2c(=O)c(Oc3ccc(OCC)cc3)coc2c1 (stereo unspecified)	-3%
COCCN1CCC2(CCC1=O)CCN(C(=O)Nc1c(C)cccc1C)CC2	31%
O=C(O)CCCC(=O)N1Cc2ccccc2CC2(CCCN(Cc3ccccn3)C2)C1 (stereo unspecified)	?
Cn1cccc1CN1C[C@@H](CO)[C@H](NC(=O)c2ccccc2)C1	49%[activator]
Cc1ccc(NC(=O)Cn2cccc2-c2nc(-c3ccccc3)no2)c(Cl)c1	-8%
O=C(NCc1ccc(Cl)cc1)c1cc2n(n1)CC(c1ccc(Cl)cc1)OC2 (stereo unspecified)	?
O=C(CC1=CCCCC1)N1CCc2nn(CC3CC3)c(=O)n2CC1	50%[activator]

Four neighbouring compounds out of the list so far:
SMILES	12-LOX inh
CCCc1cc(=O)[nH]c(SCc2nc(-c3ccc(OC)c(OC)c3)no2)n1	?
CC(C(=O)NCc1ccco1)C1CCOCC1 (stereo unspecified)	29%
COc1cc(C(=O)NCc2nc3ccccc3n2CC(C)C)cc(OC)c1OC	-11%
O=C(CCc1ncc(-c2ccc(F)cc2)o1)N1CCN(c2ccccc2)CC1	6%

7 structures from above, sorted by SMILES length, highest first.
SMILES	12-LOX inh
CC(=O)OCC(=O)C1(O)CCC2C3CCC4CC(O)CCC4(C)C3C(=O)CC21C (stereo unspecified)	4%
Cc1ccc(NC(=O)Cn2cccc2-c2nc(-c3ccccc3)no2)c(Cl)c1	-8%
CC(C)NC(=O)N1CC[C@@]2(CCCN(C(=O)Oc3ccccc3)C2)C1	-6%[57.4 µM]
O=C(CCc1ncc(-c2ccc(F)cc2)o1)N1CCN(c2ccccc2)CC1	6%
CCCC(=O)Oc1ccc2oc(-c3ccc(OC)cc3)cc(=O)c2c1	43%
O=C(NCCn1cccn1)C1CCC(=O)N(C2CCCCCC2)C1 (stereo unspecified)	0%
COc1ccc(Br)c(C(=O)Oc2cc(Cl)ccc2Cl)c1	-59%

More records follow:
SMILES	12-LOX inh
O=C(c1ccccn1)N1CCC2(CC1)NC(=O)N(Cc1ccc(F)cc1)C2=O	-4%
O=C1NCCCCCN(C(=O)CN2CCCC2=O)[C@H]2CCC[C@@H]12	57%[activator]
CN(C)Cc1nnc(C2CCN(C(=O)Nc3cccc(C#N)c3)CC2)n1C	?
COCc1cc(C[C@@H]2CC[C@H](O)[C@@H](CNCc3ccccc3Cl)O2)no1	26%[176 µM]
Cc1ccc(S(=O)(=O)N2CCN(C(=O)c3cc4cc(C)ccc4nc3C)CC2)cc1	40µM*
N#Cc1cccc(C(=O)N2CC(F)(F)C[C@H]2c2nc(C3CC3)no2)c1	48%[activator]
CCCCCCCCCS(=O)(=O)N/N=C/c1ccc([N+](=O)[O-])cc1	?
N#Cc1cccc(CN2CCc3nc(C(=O)NCC4CC4)oc3CC2)c1	8%[176 µM]
CCOc1cccc2cc(S(=O)(=O)N3CCCC3)c(=O)oc12	7%
O=C(C[C@H]1CC[C@H]2[C@@H](COC[C@@H](O)CN2S(=O)(=O)c2ccccc2)O1)N[C@@H]1CCN(Cc2ccccc2)C1	-24%
CC(C)OCCCNC(=O)CC1CC2CCC1C2 (stereo unspecified)	?
Cc1ccc(C(c2cccc(Br)c2)c2cn(C)c3ccccc23)s1 (stereo unspecified)	?
COC(=O)/C=C/c1cc(OC)c(OC)c(S(=O)(=O)Oc2ccc3c(c2)CCC3)c1	-24%
Cc1noc(C)c1-c1cc(Nc2ccc(F)cc2)ncn1	?
O=C(NCCc1ccccn1)C1CC1	9%
O=C1CCCC2=C1C(c1ccc(OCc3ccc([N+](=O)[O-])cc3)c(Cl)c1)C1=C(CCCC1=O)O2	-3%
CC1=C(C(=O)Nc2ccccc2C)C(c2ccc(C(F)(F)F)cc2)n2ncnc2N1 (stereo unspecified)	-4%
CC1CCN(c2ccc(CNC(=O)C3CCCN(Cc4ccncc4)CCC(=O)NCC3)cc2)CC1 (stereo unspecified)	23%
CCOC(=O)c1cnc2ccccc2c1N1CCC(C(N)=O)CC1	17%
CCC(C)NC(=O)COC(=O)c1c[nH]c2ccccc12 (stereo unspecified)	25%
O=C1CCN(C(=O)COc2ccccc2)CCCCCCN1	24%
COc1cc(Cl)ccc1C(=O)N1CCC(N2CC3CC(C2)[C@H]2CCCC(=O)N2C3)CC1 (stereo partly specified)	29%
NC(=O)COc1cccc(C(=O)N2CCC3(CC2)OCCCC3O)c1 (stereo unspecified)	59%
O=C(CSc1nnc2ccc(-c3ccccc3)nn12)NCc1ccc2c(c1)OCO2	-10%
O=C(NCc1cccs1)c1ccc2c(c1)OCCN(CCC(F)(F)F)C2	-1%[176 µM]
(next part)
SMILES	12-LOX inh
COc1cc(C(=O)Nc2c(N3CCCC3)c3ccccc3oc2=O)cc(OC)c1OC	13%
CC(=O)SC(CC(=O)c1ccccc1)c1ccccc1 (stereo unspecified)	6%
CCCN(CC)c1ccc(/C=N/NC(=S)Nc2cccc(C)c2)cc1	?
COCCN1CCC(N2CCN(C(=O)c3ccsc3)CC2)C1=O (stereo unspecified)	11%
COc1ccc(C(=O)N2CCC3(CN[S+](=O)([O-])c4cccnc4O3)C2)cc1 (stereo unspecified)	1%[6.33 µM]
COC(=O)c1csc(C(=O)c2c[nH]c3ccccc23)n1	0%
CC(C)N[C@H]1C[C@@H](Cc2cc(CCO)on2)C1(C)C	2%[176 µM]
Cc1ccc(CNC(=O)c2ccc3c(c2)CN(Cc2nccs2)CCO3)cc1	11%
Cn1ccnc1C(=O)N1CCC(Oc2cccc(F)c2)C1 (stereo unspecified)	23%
COC(=O)[C@]12C[C@H](CC(=O)N3CCN(C(=O)c4ccco4)CC3)C(=O)N(Cc3ccc4c(c3)OCO4)C1=C[C@H](C(C)(C)C)O[C@@H]2C	0%
Cc1nc2c3c(C)c(C)n(Cc4ccncc4)c3ncn2n1	12%
CCOCCCNC(=O)/C=C/c1ccccc1	15%
CN(C)c1ccc(-c2nc3ncc(Cl)c(N4CCN(CC(=O)Nc5nccs5)CC4)c3[nH]2)cc1	18%[57.4 µM]
Cc1ccc(C(=O)N2CCC3(CC2)Nc2ccccc2NC3=O)cc1O	40%[activator]
CCOC(=O)[C@]12CCCC=C1N(CCc1ccc(OC)c(OC)c1)C(=O)[C@H](CC(=O)NCCc1ccccc1OC)C2	-30%

Screens deposited in PubChem BioAssay by National Center for Advancing Translational Sciences (NCATS).

Only part of the results is shown; rates above refer to the full screens.
